# Source: PubChem
# Rab9 prom act – activates the Rab9 promoter; Huh7 Rab9 promoter-luciferase reporter, luminescence, 24 h; 2.8% of 320,000 active; Potency, µM (highest dose often 9.22 µM), inactives show top-dose activation, negative = inhibition, hits mostly activators; also: potency is read from the fitted curve at half-maximal effect; % of control where 0% means no effect; nearly all actives have a fitted effect of over 60% in size
#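 Luciferase signal after 10 min detection reagent at ambient indicates Rab9 promoter upregulation; stably transfected Huh7 cells were treated 24 h with compound in DMSO at 37 °C, 5% CO2.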
# NPC1 prom act – activators of NPC1 promoter; Huh7 NPC1 promoter luciferase reporter, 24 h; Potency, µM (series often up to 9.22 µM), for the others: top-dose activation, usual class: activators; 2.4% of 320,000 active;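 also: potency is read from the fitted curve at half-maximal effect; % of control where 0% means no effect; nearly all actives have a fitted effect of over 60% in size; reporter is driven by a mutant NPC1 promoter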
#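 Huh7 cells stably carrying NPC1 promoter–luciferase, plated in Opti-MEM with 10% FBS for 2 h, were exposed to compound in DMSO for 24 h at 37 °C; luciferase reagent was added for 10 min and luminescence read.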
# ELG1 genotoxic – induces genotoxicity in HEK293T cells with luciferase-tagged ELG1; HEK293T ELG1-luciferase reporter, luminescence, 16 h; AID 504466; Potency, µM (doses to about 46 µM), for inactives: at the highest dose activity change, positive = activation, usual class: activators; 1.3% of 330,000 active; also: potency is read from the fitted curve at half-maximal effect; % of control where 0% means no effect; nearly all actives have a fitted effect of over 60% in size
#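 DMSO vehicle served as control against compound-treated ELG1-luciferase HEK293T cells; exposure lasted 16 hr at 37 °C and 5% CO2, followed by ONE-Glo luminescence detection after 30 min.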
# Giardia kill – kills Giardia lamblia | 0.15% of 340,000 active | AID 540267 | activity change, % at 7.66 µM, hits read low | Giardia lamblia trophozoite viability; in the data active = activity change below about -80%; inconclusive = between about -30% and that limit;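 also: parasites exposed to compound for two days anaerobically before the ATP read; % is scaled to controls: 0 for no effect and ±100 for the full control effect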
#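 Trophozoites 100 cells/well + cpd; 48 hrs, 37 deg C, anaerobic. ATPLite 1-Step added, 15-30 min RT, luminescence read (ATP-based viability).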
# uPA generation – inhibitors of cell surface uPA generation; cell surface uPA generation assay, qHTS; Potency, µM (titrated, usually from 38.3 µM), without a hit: top-dose activity change, negative = inhibition, usual class: inhibitors; 0.31% of 330,000 active; AID 540303; active = well fitted inhibition curve with a large enough effect; inconclusive = small, poorly fitted or top-dose-only effect; inactive = no such curve, though single readings can be large or run the other way; tested in mouse RAW 264.7 cells; also: potency is read from the fitted curve at half-maximal effect; % is scaled to controls: 0 for no effect and ±100 for the full control effect; nearly all actives have a fitted effect of over 55% in size
# FLuc modulator – counter-screen for miR-21 project: firefly luciferase inhibitors or activators; AID 588342; purified FLuc, Km substrates, luminescence inhibition; Potency, µM (series often up to 57.5 µM), without a hit: top-dose activity change, negative = inhibition, usual class: inhibitors; 6.9% of 360,000 active; P08659;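 also: potency is read from the fitted curve at half-maximal effect; plate controls were vehicle for no effect and reference inhibitor for full effect; nearly all actives have a fitted effect of over 55% in size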
#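 Purified P. pyralis luciferase, 10 nM final, with Km-level 10 uM D-luciferin and 10 uM ATP in 50 mM Tris acetate pH 7.5, 10 mM Mg acetate, 0.01% Tween-20, 0.05% BSA; 6-point qHTS titration about 60 µM downward; luminescence read.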
# Gal4-VP16 FLuc – counter-screen for ROR gamma inhibitors: Gal4-VP16 reporter; Potency, µM (highest dose often 53.6 µM), for inactives: top-dose activity, negative = inhibition, usual class: inhibitors; Drosophila S2 Gal4-VP16 UAS-luciferase, luminescence, 20 h; 3.5% of 310,000 active; AID 2546;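 also: Gal4-VP16 expression switched on by copper sulfate through the metallothionein promoter; potency is read from the fitted curve at half-maximal effect; % is scaled to controls: 0 for no effect and ±100 for the full control effect; nearly all actives have a fitted effect of over 50% in size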
# KCNH2 3.1 block – inhibitors of human KCNH2 3.1 potassium channel isoform. U2OS KCNH2 3.1, thallium flux FluxOr; stronger effect = lower value. activity change, % (tested at about 1.8 µM). 0.95% of 340,000 active. AID 720553;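 active = maximum activity change below -70%; inconclusive = maximum activity change from -70% to -50%; inactive = maximum activity change above -50%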;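 also: thallium influx rate constant from kinetic fluorescence after stimulation buffer; % is scaled to controls: 0 for no effect and ±100 for the full control effect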
#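 Virally transduced U2OS (3.1 isoform, 4 h infection in dark at RT) → overnight 37 C → FluxOr + Red40 in HBSS/HEPES, 45 min → stimulation buffer, 2 min kinetic read → rate constant vs DMSO controls.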
# FBPA coupling cs – coupling enzyme interference in Giardia aldolase counter-screen. coupling enzyme system counterscreen, AmpLite Red fluorescence. activity change, negative = inhibition, % at 58.2 µM, hits read low. 0.67% of 290,000 active; in the data active = activity change below about -30%; also: % is scaled to controls: 0 for no effect and ±100 for the full control effect
#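 Activity here indicates interference with the coupling reaction, not aldolase inhibition. Compounds at 57.5 uM final met coupling enzymes for 10 min at RT; substrate and AmpLite Red detection followed, with a 525/598 nm fluorescence read after 20 min.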
# Tb PFK block – inhibitors of T. brucei phosphofructokinase; T. brucei PFK, ADP-Glo luminescence; Potency, µM (titrated, usually from 57.5 µM), without a hit: at the highest dose activity, negative = inhibition, usual class: inhibitors; O15648; 0.17% of 330,000 active;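 also: potency is read from the fitted curve at half-maximal effect; 0% = uninhibited 1x PFK enzyme wells and -100% = no-enzyme wells; nearly all actives have a fitted effect of over 60% in size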
# Target sequence (O15648 whole entry, looked up): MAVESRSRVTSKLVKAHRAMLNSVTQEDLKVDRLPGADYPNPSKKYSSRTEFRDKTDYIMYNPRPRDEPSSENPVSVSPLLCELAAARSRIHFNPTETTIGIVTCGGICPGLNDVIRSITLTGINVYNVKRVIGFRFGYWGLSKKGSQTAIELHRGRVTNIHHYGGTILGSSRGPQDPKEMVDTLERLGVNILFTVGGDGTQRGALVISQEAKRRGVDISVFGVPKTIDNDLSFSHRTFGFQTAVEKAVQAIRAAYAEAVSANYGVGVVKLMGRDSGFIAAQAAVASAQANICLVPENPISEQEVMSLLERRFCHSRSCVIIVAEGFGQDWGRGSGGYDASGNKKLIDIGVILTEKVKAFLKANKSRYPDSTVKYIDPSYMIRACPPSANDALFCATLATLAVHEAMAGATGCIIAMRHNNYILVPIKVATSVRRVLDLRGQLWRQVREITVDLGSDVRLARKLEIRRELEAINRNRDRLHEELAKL
#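 1.25 nM PFK with 0.5 mM F6P and 0.1 mM ATP in 0.1 M TEA pH 8.0, 5 mM MgCl2, incubated 45 min at room temperature; ADP measured by ADP-Glo luminescence; compounds titrated up to 57 uM.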
# RORgamma inh – ROR gamma (mouse) transcription inhibition. P51450. Drosophila S2 Gal4-RORgamma UAS-luciferase reporter, 20 h. Potency, µM (doses to about 53.6 µM), inactives show at the top dose activity change, negative = inhibition, usual class: inhibitors. 5.4% of 310,000 active; also: potency is read from the fitted curve at half-maximal effect; % is scaled to controls: 0 for no effect and ±100 for the full control effect; nearly all actives have a fitted effect of over 60% in size
# Target sequence (P51450 whole entry, looked up, the tested form may be a part): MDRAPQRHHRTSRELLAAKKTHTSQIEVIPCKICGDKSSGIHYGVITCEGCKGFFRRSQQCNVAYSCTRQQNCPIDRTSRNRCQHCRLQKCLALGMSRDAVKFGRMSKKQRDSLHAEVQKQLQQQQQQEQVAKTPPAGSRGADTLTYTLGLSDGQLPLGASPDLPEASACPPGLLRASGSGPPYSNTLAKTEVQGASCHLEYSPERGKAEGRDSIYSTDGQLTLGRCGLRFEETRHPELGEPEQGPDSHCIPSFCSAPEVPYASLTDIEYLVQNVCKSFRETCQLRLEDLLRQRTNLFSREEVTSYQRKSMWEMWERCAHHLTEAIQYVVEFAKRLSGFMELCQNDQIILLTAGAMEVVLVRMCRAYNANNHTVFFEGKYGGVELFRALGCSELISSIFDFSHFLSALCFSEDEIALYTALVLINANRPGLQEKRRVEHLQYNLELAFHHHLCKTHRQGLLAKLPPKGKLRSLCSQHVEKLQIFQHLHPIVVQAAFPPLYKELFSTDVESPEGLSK
#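 Using a luciferase readout, inhibitors were identified by reduced reporter activity in Drosophila cells coexpressing a copper-inducible Gal4–ROR gamma fusion and UAS-driven Photinus luciferase, incubated 20 hr after 700 uM copper sulfate.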
# * hit, by the source's call; ? = inconclusive; / = no result given; & = joins results of further samples; ! = not confirmed by another sample; [ ] = dose if it differs, or a comment. Unless noted, calls follow the shape of the dose curve; as a rule, active = well fitted curve in the direction sought with a large enough effect; inconclusive = small, poorly fitted or top-dose-only effect, or another doubt; inactive = no such curve, though single readings can be large; an effect the other way counts as inactive or inconclusive.
Compound,FLuc modulator,ELG1 genotoxic,Gal4-VP16 FLuc,Giardia kill,Rab9 prom act,FBPA coupling cs,NPC1 prom act,uPA generation,KCNH2 3.1 block,RORgamma inh,Tb PFK block
Cc1ccc(NC(=O)c2ccc(NCCCN3CCOCC3)c([N+](=O)[O-])c2)cc1Cl,?,-5%,-21%,4,-3%,3,0%,-13%,-17,18%,0%
O=C1N(Cc2ccccc2)c2ccc(Cl)cc2C12OCCO2,-5%,-1%,-6%,-19,-2%,2,-5%,4%,9,-12%,0%
O=S(=O)(NCc1ccc(F)cc1)c1ccc(-n2cccn2)cc1,3%,-6%,1%,8,0%,/,12%,7%,14,13%,-6%
Cc1cc2cc(CCNC(=O)c3ccc(S(=O)(=O)N4CCCC4)cc3)c(=O)[nH]c2cc1C,-10%,-20%,-9%,21,-5%,-6,-9%,?,-5,6%,-7%
CN(CC(=O)NC1CCCCCCC1)S(=O)(=O)c1cccc2cccnc12,-3%,-6%,1%,1,7%,-3,-2%,12%,0,-7%,-8%
CCOC(=O)C1=C(COC(=O)c2c(OC)cccc2OC)NC(=O)NC1C (stereo not given),-9%,-6%,/,-14,-3%,/,0%,-4%,-30,/,-9%
Nc1nnc(SCC(=O)N2CCN(c3ccccc3)CC2)n1-c1ccccc1,4%,1%,-2%,-10,0%,0,1%,-2%,4,0%,-2%
CCN(CC(=O)Nc1cccc(S(=O)(=O)N2CCCCC2)c1)Cc1ccccc1,-1%,?,/,9,-5%,/,0%,2%,-9,/,3%
CCN(CC)C(=O)[C@H]1C[C@H](CC(=O)NC(C)(C)C)C(=O)N2CCc3c([nH]c4ccc(Cl)cc34)[C@]12C,/,-6%,/,4,/,/,/,-8%,1,/,3%
Fc1ccc2cnc(-c3ccccc3)cc2c1,/,?,/,2,/,/,/,-36%,6,/,-5%
COc1ccc(Cc2nnc(SCC(=O)N(C)c3ccccc3)o2)cc1,0%,-5%,4%,-13,-1%,/,-1%,-3%,8,10%,0%
C/C=C/c1ccc(OCCOCCOc2cccc3cccnc23)c(OC)c1,-15%,-5%,-6%,0,-5%,3,-4%,2%,6,-2%,1%
COc1cccc(NC(=O)CSCC(=O)Nc2ccccc2)c1,3%,16%,-6%,2,-6%,0,1%,0%,-11,30%,-2%
COc1ccccc1C(=O)NCC(=O)N/N=C/c1ccc2c(c1)OCO2,17µM*,4%,1%,-15,0%,-1,-2%,-10%,-13,9%,0%
CCCCNC(=O)CSc1nc2c(sc(=S)n2-c2cc(Cl)ccc2OC)c(=O)[nH]1,-3%,0%,1%,10,-4%,8,3%,4%,-9,13%,5%
Cc1cc(C)c(NC(=O)COC(=O)C2CCCO2)c(C)c1 (stereo not given),/,-3%,/,9,/,/,/,-2%,9,/,10%
O=C(N/N=C/c1ccc([N+](=O)[O-])o1)c1cc(-c2ccncc2)nc2ccccc12,?,-6%,-14%,-11,-17%,1,-18%,/,-10,-19%,4%
O=C(OCC(=O)N1CCCC1)c1cc(Br)ccc1Cl,-7%,-1%,-1%,3,1%,2,-5%,5%,-4,22%,3%
COc1cccc(C(=O)NCCSc2ccc(Br)cc2)c1,-13%,0%,-6%,4,-6%,-1,-8%,1%,1,?,2%
CC(=O)Nc1ccc(NC(=O)CSc2ccc3nnc(-c4ccccn4)n3n2)cc1,3%,9%,0%,17,1%,/,-3%,3%,6,-11%,-20%
CCC(C)NC(=O)CC(C)C (stereo not given),0%,0%,1%,-11,-3%,-8,-3%,7%,-3,-1%,0%
O=C(Cc1cnc2ncnn2c1)N1CCc2c([nH]c3ccccc23)C1c1ccccc1F (stereo not given),-3%,-2%,5%,-18,4%,1,-1%,3%,-5,16%,2%
COCCn1c(-c2ccc(Cl)cc2)nc2c(c(=O)c3ccccc3n2C)c1=O,2%,-1%,-1%,/,1%,3,-4%,/,/,-9%,-7%
CN1C(=O)C(Cc2cnc[nH]2)NC1=S (stereo not given),1%,1%,-2%,1,-1%,-2,-5%,11%,5,-10%,-6%
COc1ccccc1-n1c(-c2ccccc2)c[n+]2c1CCc1ccccc1-2,2%&-2%,-15%&-14%,8.9µM*,-5&16,-45%&-46%[inhibitor],2&0,-42%&-44%[inhibitor],11µM*!,0&2,?,-1%&0%
O=C(NC1CCCCC1)C(c1ccccc1)N(Cc1ccc2c(c1)OCO2)C(=O)c1cnsn1 (stereo not given),-1%,-9%,2%,9,-9%,-1,-1%,-6%,-14,28%,0%
Cn1c(C(=O)O)cc2cc(Oc3ccccc3)ccc21,?,0%,-1%,-23,-2%,7,-4%,0%,1,16%,-2%
O=C(C1CCN(S(=O)(=O)c2ccccc2F)CC1)N1CCc2ccccc2C1,-2%,-12%,-19%,-13,0%,-1,0%,-1%,2,12%,-4%
Cc1ccc(C2C(C(=O)c3sc(C)nc3C)=C(O)C(=O)N2CCN2CCOCC2)o1 (stereo not given),-1%,2%,-6%,-8,-3%,-2,-7%,4%,-5,-6%,-4%
O=C(NC1CCCCC1)C1CCCN1S(=O)(=O)c1ccc(Cl)cc1 (stereo not given),-2%,-13%,-5%,12,-6%,0,-7%,2%,4,5%,-1%
Cc1c(Cl)c(C(=O)NNC(=S)Nc2ccc(F)cc2)nn1C,?,5%,-6%,2,?,-1,22%,0%,/,-34%,-1%
CCOC(=O)C1(C)C(C(=O)OC)=C(c2ccc(OC)cc2)c2ccccc2N1C(=O)OC (stereo not given),/,-2%,-10%,15,/,-2,/,-19%,-4,27%,?
CC(C)N1C(=O)CCC1C(=O)NC1CCCC1 (stereo not given),-2%,1%,-6%,-5,6%,1,13%,/,-5,2%,6%
CS(=O)(=O)N(CC(=O)N1CCN(c2ccc(F)cc2)CC1)C1CCCCC1,2%,-1%,-3%,20,1%,3,-4%,3%,-6,22%,-1%
O=C1CCC(=O)N1OCCOc1ccc2c(c1)CCC2,?,5%,-11%,-16,13%,2,2%,2%,-9,35%,-8%
CC(=O)Cn1c(C(F)(F)F)nc2ccccc21,-2%,-6%,-3%,19,-1%,-3,-2%,-8%,12,-1%,-2%
O=C(O)COCC(=O)Nc1ccc(OCCc2ccccc2)cc1,3%,-6%,2%,7,3%,8,-4%,5%,8,-34%,-1%
COc1cccc(C(C(=O)NC2CCCCC2)N(C(=O)c2ccco2)c2ccccc2OC)c1 (stereo not given),1%,7%,-11%,15,1%,0,-5%,1%,0,17%,-3%
CCOC(=O)C1=C(COC(=O)COc2ccccc2C=O)NC(=O)NC1C (stereo not given),/,-2%,/,-19,/,/,/,-3%,-2,/,-4%
CCSc1nnc(NC(=O)CCCOc2ccc(C)cc2)s1,2%,-13%,3%,-3,0%,-1,-2%,-3%,-7,-1%,-1%
Cc1cc(C)c(S(N)(=O)=O)c(C)c1-n1cnnn1,3%,-1%,3%,3,?,0,0%,/,22,8.9µM*,23%
O=C(CCCN1C(=O)/C(=C/c2ccccc2Cl)SC1=S)NNC(=O)c1ccc(Cl)cc1Cl,-2%,-8%,4.5µM*,-17,-31%[inhibitor],2,-32%[inhibitor],-2%,-20,0.22µM*,3%
O=P(CCCO)(Cc1ccccc1)Cc1ccccc1,2%,1%,-8%,-17,-3%,0,0%,1%,20,-16%,-6%
C=CCc1cccc(/C=N/NC(=O)CCC(=O)Nc2ccc(F)cc2)c1O,5%,12%,1µM*,-2,-25%,1,-3%,5%,-34,1µM*,-3%
COc1ccc(-c2c(C)nn3c(C)cc(C)nc23)cc1,-3%,-5%,8%,6,4%,1,-3%,-5%,-6,1%,2%
CSc1ccccc1NC(=S)Nc1ccccc1C(F)(F)F,4%,-4%,1%,3,-6%,-1,0%,0%,9,?,-4%
Cc1ccc(S(=O)(=O)N2CCCC(C(=O)NCc3ccccc3F)C2)cc1 (stereo not given),4%,-7%,-2%,13,14%,1,-6%,0%,12,26%,0%
COc1ccc2c(=O)c(-c3ccc(C)cc3)c(-c3ccccc3)oc2c1,/,1%,/,?,/,/,/,8%,-32,/,-2%
CC(c1ccco1)N(C(=O)Nc1ccccc1)C1CCCCC1 (stereo not given),0%,-2%,-30%,-4,-3%,1,0%,/,-4,1%,2%
OC(CN1CCN(c2cccc(C(F)(F)F)c2)CC1)c1c[nH]c2ccccc12 (stereo not given),-3%,-4%,?,-6,12%,0,7%,17%,-35,3%,-2%
